Screening results from PubChem.
influenza NS1A: H1N1 influenza NS1A inhibitors, functional cell based assay (AID 504329). NS1A functional cell-based assay, percent inhibition; higher % means a stronger effect. inhibition, % at 12.5 µM, or IC50 in µM where a hit was titrated. 0.3% of 340,000 active; in the data active = a potency from the dose series; inconclusive = inhibition above about 27% without an active follow-up result; note: strong numbers were not always called active
H37Rv inhibition: M. tuberculosis growth inhibition, HTS (AID 449762); M. tuberculosis H37Rv growth inhibition, 7H9 media; higher % means a stronger effect; inhibition, % at 25 µM, or IC50 in µM where a hit was titrated; 0.59% of 330,000 active; in the data active = a potency from the dose series; inconclusive = inhibition above about 70% without an active follow-up result;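 note: bacterial growth assessed after seven days of incubation; strong numbers were not always called active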
M. tuberculosis: growth inhibition of non-replicating M. tuberculosis (AID 488890) | Mycobacterium tuberculosis non-replicating, growth inhibition; higher % means a stronger effect | inhibition, % at 25 µM, or IC50 in µM where a hit was titrated | 0.39% of 320,000 active; in the data active = a potency from the dose series; inconclusive = inhibition mostly from about 82% at the one dose, without a potency; inactive = the rest, 99 in 100 with inhibition below about 76%;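 note: plate controls were DMSO cells for no effect and high antibiotic wells for full effect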
Salmonella PhoP GFP: PhoP regulon inhibitors, Salmonella typhi PhoP promoter GFP reporter, confirmatory (AID 1850). Salmonella Typhi PhoP-promoter GFP reporter, fluorescence, 4 h; higher % means a stronger effect. 0.33% of 310,000 active. inhibition, % at 50 µM; hits with a dose series show IC50 in µM; in the data active = a potency from the dose series; inconclusive = inhibition mostly from about 25% at the one dose, without a potency; inactive = the rest, 99 in 100 with inhibition below about 19%;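 note: 0% = induced wells with vehicle and 100% = uninduced wells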
inhibitors of VEEV: inhibitors of VEEV TC-83 cytopathic effect, confirmation, Vero cells (AID 588727); Vero cells, VEEV TC-83 cytopathic effect inhibition; higher % means a stronger effect; inhibition, % at 20 µM, or IC50 in µM where a hit was titrated; 0.13% of 350,000 active; in the data active = a potency from the dose series; inconclusive = inhibition mostly from about 14% at the one dose, without a potency; inactive = the rest, 99 in 100 with inhibition below about 12%; note: strong numbers were not always called active
inhibitors of VEEV 10K pilot screen: second read-out of inhibitors of VEEV, no call of its own (marks repeat the call); inhibition, %; measured here: 10K pilot screen inhibition
An asterisk follows results filed as active; i = inactive; ? = inconclusive; · = not tested or not shown.

Start of the listing, in advance:
SMILES	influenza NS1A	H37Rv inhibition	M. tuberculosis	Salmonella PhoP GFP	inhibitors of VEEV	others
Cc1ncc([N+](=O)[O-])n1CCOC(=O)c1ccc(Br)cc1	-1%	-4%	0%	8%	0.5%
Cc1cccc2nc(COc3ccc(Cl)c4cccnc34)cn12	-2%	14%	?	-4%	9.0%	inhibitors of VEEV 10K pilot screen=3.1
Nn1c(Nc2ccccc2)nc2ccccc21	-4%	-8%	1%	-3%	1.7%
CCCCN(CCCC)C(=O)c1ccccc1NC(=O)CN1C(=O)c2ccccc2C1=O	-22%	-8%	-2%	-12%	1.8%
O=C(O)c1cccc(Nc2nc(-c3ccc([N+](=O)[O-])cc3)nc3ccccc23)c1	-4%	5%	43%	-4%	5.6%

The list itself, previewed entries included:
SMILES	influenza NS1A	H37Rv inhibition	M. tuberculosis	Salmonella PhoP GFP	inhibitors of VEEV	others
Cc1ncc([N+](=O)[O-])n1CCOC(=O)c1ccc(Br)cc1	-1%	-4%	0%	8%	0.5%
Cc1cccc2nc(COc3ccc(Cl)c4cccnc34)cn12	-2%	14%	?	-4%	9.0%	inhibitors of VEEV 10K pilot screen=3.1
Nn1c(Nc2ccccc2)nc2ccccc21	-4%	-8%	1%	-3%	1.7%
CCCCN(CCCC)C(=O)c1ccccc1NC(=O)CN1C(=O)c2ccccc2C1=O	-22%	-8%	-2%	-12%	1.8%
O=C(O)c1cccc(Nc2nc(-c3ccc([N+](=O)[O-])cc3)nc3ccccc23)c1	-4%	5%	43%	-4%	5.6%
CCN(c1ccccc1)S(=O)(=O)c1ccc(OC)c(NC(=O)Cc2ccc(F)cc2)c1	-9%	1%	33%	·	4.1%
O=C(CCSc1ccc(Cl)cc1)NC1CCCC1	-7%	2%	81%	-6%	0.2%
COc1ccc(Br)cc1S(=O)(=O)NCc1ccccc1	-5%	-2%	-2%	-10%	1.3%
CCn1c(C)nc2cc(C(=O)N/N=C/c3ccccc3)ccc21	0%	-2%	-16%	5%	2.0%
CC1CCCN(C(=O)CCS(=O)(=O)c2ccc3c(c2)n(C)c(=O)c(=O)n3C)C1 (stereo not drawn)	9%	-5%	-2%	-12%	0.0%
O/N=C\c1cccn1-c1nccs1	0%	9%	4%	1%	1.2%
CCOc1ccc2ccccc2c1/C=N/NC(=O)c1c(C)cc(C)[nH]c1=O	11%	-1%	6%	7%	0.9%
CCC(=O)N(CCc1ccc(S(N)(=O)=O)cc1)C1CC(=O)N(c2ccc(OC)cc2)C1=O (stereo not drawn)	2%	3%	10%	0%	0.1%
COc1ccc(CNC(=O)CNC(=O)c2ccc(C(C)(C)C)cc2)cc1OC	-13%	4%	6%	-7%	0.6%
COc1ccc(-c2c[n+]3c4n2CCCCC4=C(c2ccccc2)C3)cc1	15%	35µM*	?	-18%	i
Nc1ncc(-c2ccccc2)n1CC1CCCO1 (stereo not drawn)	17%	-4%	21%	8%	3.8%
CCC/C(=N/Nc1ccc(Cl)cc1)c1cnnc(-c2ccccc2)n1	·	-11%	-1%	-12%	·
CC(=O)c1ccc(OCc2cc(C(=O)N(C)CCOc3ccc(C)cc3)no2)cc1	-11%	?	?	-7%	1.9%
O=C(O)c1nsc(Cl)c1Cl	4%	-4%	-20%	7%	0.6%
CCN(CC)CCC(c1cc(OC)c(OC)c(OC)c1)c1c(OC)cc(OC)c2ccc(=O)oc12 (stereo not drawn)	10%	4%	1%	-10%	1.6%
Cn1cc[n+](C)c1COc1ccc(C=O)cc1	-26%	2%	0%	6%	i
Clc1ccc(-c2noc(CSc3nnc(-c4ccncc4)n3-c3ccccc3)n2)cc1	25%	4%	15%	3%	i
CCC(Oc1ccccc1)C(=O)N(CC)CC(=O)NCc1ccc(F)cc1 (stereo not drawn)	-5%	·	·	·	3.7%
O=c1c2cc(N3CCOCC3)ccc2[nH]c(=S)n1Cc1ccccn1	-3%	-1%	9%	-4%	0.9%
CCOc1ccc(C(=O)O[C@H]2[C@H](Cc3ccccc3)NS(=O)(=O)[C@H]3C[C@@H]4C=C[C@]23O4)cc1	-6%	?	21%	·	0.6%
Cc1cccc(C)c1NC(=O)COC(=O)CNC(=O)C1CCCCC1	-9%	-9%	-6%	·	i
CCOc1ncccc1C(=O)OCC(=O)N(CC)c1ccccc1	3%	3%	-9%	2%	0.5%
CC(=O)CSc1nc2c(c(=O)[nH]c(=O)n2C)n1Cc1cccc(Br)c1	-2%	0%	3%	0%	1.3%
O=C(O)c1ccc2c(c1)C(=O)/C(=C/c1ccccc1)C2=O	6%	9%	5%	0%	1.0%
Nc1nc(=O)n(C2CC(O)C(CO)O2)cc1F (stereo not drawn)	6%	·	·	·	8.8%
Cc1ccccc1C(=O)NC(=S)NCC(=O)c1ccccc1	1%	5%	-9%	-1%	4.6%
CC(=O)Nc1cccc(-c2nc3ccccc3o2)c1	-2%	4%	·	-6%	0.8%
Cc1ccc(C(=O)CNc2ccccc2C)cc1	-1%	4%	18%	-8%	1.4%
Cc1oc(-c2ccccc2)nc1CC(=O)O	0%	-2%	6%	0%	1.1%
CCOc1ccc(-c2c(=O)n(OCc3ccc([N+](=O)[O-])cc3)c3ccccc3[n+]2[O-])c(OCC)c1	-5%	1%	-16%	0%	0.9%
CCOC(=O)N1CCN(C(=O)COC(=O)c2ccc(N(C)C)cc2)CC1	-5%	0%	1%	·	0.2%

Gathered by group: those above with an NH in an aromatic ring.
SMILES	influenza NS1A	H37Rv inhibition	M. tuberculosis	Salmonella PhoP GFP	inhibitors of VEEV	others
CCOc1ccc2ccccc2c1/C=N/NC(=O)c1c(C)cc(C)[nH]c1=O	11%	-1%	6%	7%	0.9%
O=c1c2cc(N3CCOCC3)ccc2[nH]c(=S)n1Cc1ccccn1	-3%	-1%	9%	-4%	0.9%
CC(=O)CSc1nc2c(c(=O)[nH]c(=O)n2C)n1Cc1cccc(Br)c1	-2%	0%	3%	0%	1.3%

The results go on:
SMILES	influenza NS1A	H37Rv inhibition	M. tuberculosis	Salmonella PhoP GFP	inhibitors of VEEV	others
CCOc1ccc(NC(=O)CCn2cccc2)cc1	4%	?	19%	2%	1.6%
CCOC(=O)c1ccc(-n2c(C)nc3c(cnn3-c3ccccc3Cl)c2=O)cc1	-2%	-3%	26%	-2%	1.6%
Cc1c(O)ccc2c(CC(=O)N[C@@H](Cc3c[nH]c4ccccc34)C(=O)O)cc(=O)oc12	-4%	-5%	-7%	7%	i
Cc1oc(-c2ccccc2Cl)nc1CN1CCCCC1c1cccnc1 (stereo not drawn)	-7%	3%	24%	3%	0.7%
CC(=O)Nc1nonc1NC(=O)CSC1=NCCS1	-1%	-3%	-7%	15%	i
Cc1ccc(S(=O)(=O)N2CCN(CCOc3c(Cl)cccc3Cl)CC2)cc1C	-14%	-11%	29%	·	i
O=C(CNCc1ccc(F)cc1)Nc1ccccc1[N+](=O)[O-]	0%	-12%	-12%	4%	i
Cc1cccc(NC(=O)CSc2ncnc3sc(C)c(C)c23)n1	0%	14%	53%	-6%	7.5%
COc1ccc(-n2c(SCC(=O)Nc3cc(C)on3)nc3c(c2=O)SCC3)cc1	-2%	-5%	-2%	3%	2.4%
CCOCCCNc1ccc(-c2ccccc2)nn1	-3%	1%	5%	-8%	1.2%
Cc1ccc(C)c(N2CCN(S(=O)(=O)c3ccc4c(c3)NC(=O)CO4)CC2)c1	14%	7%	18%	-4%	i
COc1ccc2cc(C(=O)C3CCCN(C(=O)/C=C/c4ccccn4)C3)ccc2c1 (stereo not drawn)	2%	3%	8%	6%	i
Cc1ccc(NC(=O)CSc2nnc(C)n2CC2CCCO2)cc1 (stereo not drawn)	-6%	5%	-9%	5%	0.3%
Cc1[nH]c2ccc(OC(F)(F)F)cc2c1CCN1C(=O)c2ccc(C(=O)O)cc2C1=O	-4%	2%	10%	0%	0.6%
O=C(NN=C1CCCCCCC1)c1ccccn1	-13%	?	70%	-5%	1.4%
COc1ccc2c(c1OC)C(=O)OC2c1c(O)nc(SC)n(-c2ccccc2)c1=O (stereo not drawn)	1%	-12%	?	-5%	i
COc1ccc(NC(=O)CN(C)C(=O)c2ccccc2OC)cc1	1%	1%	0%	12%	0.9%
Cc1cccc(C)c1OCC(N)C(C)C (stereo not drawn)	1%	0%	2%	11%	0.4%
Cc1cccc(NC(=O)C2CCCN(S(=O)(=O)c3ccc(-n4cnnn4)cc3)C2)c1 (stereo not drawn)	-8%	2%	0%	6%	2.2%
COc1ccccc1Oc1ccc(NC(=O)c2ccc(Cl)cc2)cc1	-3%	5%	11%	-8%	0.0%
COc1ccc(CCNC(=O)CC2SC(=NCCc3ccccc3)NC2=O)cc1OC (stereo not drawn)	-6%	-3%	-36%	-6%	0.9%
Cc1ccc(NC(=O)CCC2CC(C)(C)OC2=O)cc1 (stereo not drawn)	-5%	-2%	-8%	-4%	2.1%
C#CCOC(=O)Nc1cc(C)n(-c2ccccc2)n1	-7%	-6%	-11%	-5%	i
COCCn1c(-c2ccc(OC)c(OC)c2)nc2ccccc21	-6%	-5%	1%	4%	1.5%
CCOC(=O)c1ccc2c(c1)C1C=CCC1C(C(=O)OCC)N2 (stereo not drawn)	8%	5%	66%	-7%	1.4%
Cc1ccc(S(=O)(=O)c2c(N)n(NC(=O)c3ccco3)c3nc4ccccc4nc23)cc1	-8%	5%	16%	4%	1.1%
CCOc1ccc(S(=O)(=O)Nc2nc3ccccc3nc2N2CCN(C)CC2)cc1	-45%	0%	-1%	-11%	0.1%
O=[N+]([O-])c1cc(NCCO)c(N2CCCCCC2)c2nonc12	-23%	-2%	1%	-4%	1.8%
O=C(NCc1ccco1)C12CC3CC(CC(C3)C1)C2	-11%	11%	66%	-31%	i
CSCCC(C)N1CCC(Oc2ccc(C(=O)N3CCCC3)cc2)CC1 (stereo not drawn)	-2%	-3%	-20%	3%	3.2%
Cc1ccccc1C1C(C#N)=C2NC(=O)c3c(sc4c3CCCCC4)N2C2=C1C(=O)CC(C)(C)C2 (stereo not drawn)	·	-7%	30%	-1%	·
CCC(CNC(=O)c1c(C)nn(-c2ccccc2)c1Cl)c1ccccc1 (stereo not drawn)	6%	0%	18%	6%	8.4%
Cc1ccc(NS(=O)(=O)c2ccc(C)c(C(=O)N3CCN(C)CC3)c2)cc1	-8%	-14%	-8%	-3%	0.9%	inhibitors of VEEV 10K pilot screen=1.9
O=C(NNC(=O)C1CCN(S(=O)(=O)c2ccc(Cl)cc2)CC1)c1ccc(Cl)cc1	3%	-3%	-11%	-1%	3.1%
Cc1ccsc1C(=O)C1CCCN(Cc2sc(N(C)C)nc2Cl)C1 (stereo not drawn)	-2%	-4%	·	8%	7.9%	inhibitors of VEEV 10K pilot screen=5.7
O=C(Nc1ccccc1Cl)O/N=C/c1ccncc1	-6%	-2%	-5%	1%	0.6%
CN(C)c1ccc(-c2nnn(CC(=O)Nc3ccccc3N3CCOCC3)n2)cc1	4%	9%	48%	-6%	8.8%
Cc1c(-c2ccc(Br)cc2)[n+](=O)c2c(n1[O-])CCCCC2	·	-8%	-15%	-2%	i
Cn1c(SCC(=O)N2CCOCC2)nc2sc3c(c2c1=O)CCCC3	6%	-5%	22%	0%	0.6%
CCn1c(SCC(=O)N2CCC(C)CC2)nc2c(c1=O)SCC2	22%	-7%	-5%	-9%	3.7%
O=C(COC(=O)c1cncc(Br)c1)Nc1nc(-c2ccc(F)cc2)cs1	-5%	-8%	12%	-6%	1.0%
CN(Cc1ccc(OCC(O)CN(C)Cc2ccccc2)cc1)Cc1nccn1C (stereo not drawn)	10%	2%	8%	4%	i
Cc1ccc(C(C(=O)NCC2CCCO2)N(C(=O)c2snc(C(N)=O)c2N)c2ccc(F)cc2)o1 (stereo not drawn)	5%	-5%	0%	0%	6.1%
COc1ccccc1N1CCN(CC(=O)NCc2ccc(Cl)cc2)CC1	17%	3%	53%	6%	i
COc1cc(C(=O)NCC2CCCO2)ccc1OCc1ccccc1 (stereo not drawn)	7%	-23%	3%	3%	11%
O=C(NCc1ccccc1)c1cccc(S(=O)(=O)N2CCCCC2)c1	-9%	2%	5%	-10%	i
O=C(NCCCl)NNC(=O)c1cc2ccccc2cc1O	-7%	4%	-2%	7%	i
CCOc1ccc(C(=O)c2nc3c(n2O)CCCCC3)cc1	2%	3%	13%	-7%	i	inhibitors of VEEV 10K pilot screen=0.2
COC(=O)c1nc(NC(=O)c2ccc(F)cc2)n[nH]1	-1%	·	·	·	0.8%
O=C(OCc1ccccc1)N1CCC2CC1c1c(Cl)cccc12 (stereo not drawn)	-10%	·	·	·	0.2%

An unsorted share of the library; about 1.6% have a hit in one of these screens.
